LANA DNA inh = KSHV C-LANA DNA binding inhibition. MBP-C-LANA/FAM-LBS DNA binding, fluorescence polarization. inhibition, % at 9 µM. 0.078% of 340,000 active;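 active = highest replicate inhibition at or above 60% at 9 µM, even if other replicates fall short; inactive = all replicates below 60% inhibition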;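 note: 0% = neutral control wells and 100% = 4 µM acridine orange control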
cardiac RTF act = increases calcium sensitivity of human cardiac regulated thin filaments | P19429+P45379 | IANBD-labeled TnC RTF fluorescence at EC20 calcium; 0% EC20 calcium, 100% full calcium | activation, % at 7.2 µM | 0.24% of 340,000 active | AID 493008;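 active = activation above the mean over all tested compounds plus 3 SD, cut at about 30% in these data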;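 note: rise in fluorescence read as greater calcium sensitivity of cardiac thin filaments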
HTR5A ag ctr = activates human HTR5A in OPRM1-OPRD1 agonist counter-screen | HTR5A agonist assay, luminescence, cell-based | activation, % at 9.3 µM | 0.61% of 340,000 active; in the data active = activation mostly above about 9.5%, no sharp cut-off; inactive = mostly below about 7.6%;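 note: 0% = cells with vehicle only and 100% = reference agonist; strong numbers were not always called active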
Target sequence (P47898 whole entry, looked up): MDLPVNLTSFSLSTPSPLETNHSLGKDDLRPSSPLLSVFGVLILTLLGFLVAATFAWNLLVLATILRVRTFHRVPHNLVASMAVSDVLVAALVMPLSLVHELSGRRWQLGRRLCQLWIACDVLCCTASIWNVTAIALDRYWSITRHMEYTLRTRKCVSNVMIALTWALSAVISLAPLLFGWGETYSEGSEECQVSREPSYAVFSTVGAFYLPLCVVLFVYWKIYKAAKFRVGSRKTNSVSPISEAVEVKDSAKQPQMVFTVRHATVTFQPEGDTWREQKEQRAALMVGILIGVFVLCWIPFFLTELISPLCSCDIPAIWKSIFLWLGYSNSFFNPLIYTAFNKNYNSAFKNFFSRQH
RTF Ca sens inh = cardiac RTF calcium desensitization. 0.12% of 340,000 active. inhibition, % at 7.15 µM. IANBD-labeled cardiac RTF, Ca2+ fluorescence. AID 493244. P19429+P45379;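 active = inhibition above the mean inhibition of all tested compounds plus 3 SD, cut at about 17% in these data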;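 note: assay run at fixed EC70 calcium of 1.6 mM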
Keap1-Nrf2 PPI = inhibitors of human Keap1-Nrf2 protein-protein interaction | 0.15% of 340,000 active | Q14145 | inhibition, % at 9.4 µM | Keap1 Kelch-Nrf2 peptide fluorescence polarization, 1536-well; in the data active = inhibition above about 12%;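 note: human Keap1 Kelch domain with fluorescein labeled Nrf2 9mer peptide probe; 0% = neutral control wells and 100% = peptide positive control; higher means more block of Keap1 binding to Nrf2 peptide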
Target sequence (Q14145 whole entry, looked up, the tested form may be a part): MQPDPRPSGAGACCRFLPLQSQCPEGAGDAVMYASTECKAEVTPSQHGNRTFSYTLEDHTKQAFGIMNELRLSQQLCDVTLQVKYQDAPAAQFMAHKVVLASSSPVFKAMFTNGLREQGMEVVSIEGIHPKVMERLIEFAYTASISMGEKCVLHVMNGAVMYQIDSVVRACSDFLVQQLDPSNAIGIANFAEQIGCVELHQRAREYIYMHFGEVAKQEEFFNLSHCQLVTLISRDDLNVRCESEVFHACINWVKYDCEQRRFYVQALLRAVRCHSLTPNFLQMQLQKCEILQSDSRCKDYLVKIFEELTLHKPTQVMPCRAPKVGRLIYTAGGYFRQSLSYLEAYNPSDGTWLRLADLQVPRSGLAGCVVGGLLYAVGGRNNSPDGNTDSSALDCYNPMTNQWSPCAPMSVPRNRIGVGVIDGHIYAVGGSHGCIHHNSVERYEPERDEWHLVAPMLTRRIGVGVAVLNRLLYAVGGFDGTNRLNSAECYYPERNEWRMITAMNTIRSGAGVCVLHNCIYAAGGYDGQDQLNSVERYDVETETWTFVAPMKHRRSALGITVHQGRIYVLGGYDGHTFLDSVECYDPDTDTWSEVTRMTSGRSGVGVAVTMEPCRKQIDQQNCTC
HTR5A inv ag = HTR5A inverse agonism, opioid heterodimer counter-screen. HTR5A cell line, luminescence. P47898. inhibition, % at 9.3 µM. 0.083% of 340,000 active; in the data active = inhibition mostly above about 23%, no sharp cut-off; inactive = mostly below about 18%;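 note: 0% = cells with DMSO and 100% = no-cell wells with DMSO; some compounds called inactive have numbers as strong as hits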
V-ATPase pH = alters yeast V-ATPase proton transport; AID 504577; 0.37% of 350,000 active; response, % at 10 µM; S. cerevisiae, pHLuorin cytosolic pH fluorescence; in the data active = response mostly above about 7.3%, no sharp cut-off; inactive = mostly below about 5.4%; note: actives read high; inactives centre near 0; some compounds called inactive have numbers as strong as hits; reference of the scale not given here
OPRM1-OPRD1 ag = OPRM1-OPRD1 heterodimerization agonism | P35372+P41143 | cells, luminescence | activation, % at 9.3 µM | 0.3% of 340,000 active | AID 504326; in the data active = activation above about 18%;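 note: 0% = vehicle-treated cells and 100% = reference agonist; values of inactives mirror those of a sister screen read the other way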
CAL PDZ FP = blocks peptide binding to the human CAL PDZ domain | purified CAL PDZ, TMR-peptide fluorescence polarization, 1 h | 0.92% of 300,000 active | inhibition, % at 24.9 µM | AID 602252 | Q9HD26;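 active = mean inhibition of at least 30% with at least half of replicates also reaching 30%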;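 note: 0% = DMSO neutral control and 100% = excess unlabeled competitor peptide PRC23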
MOR-DOR inv ag = mu-delta opioid heterodimer inverse agonism | cell-based MOR-DOR heterodimer luminescence | 0.21% of 340,000 active | P35372+P41143 | AID 504357 | inhibition, % at 9.3 µM; in the data active = inhibition above about 22%, passing the limit was not always enough;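 note: 0% = cells with DMSO and 100% = wells without cells with DMSO; values of inactives mirror those of a sister screen read the other way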
The depositor's hits bear a star; · = not tested or not shown.

1	Cc1nc2c(O)cccc2cc1CO
2	CCNc1nc(NCC)nc(N/N=C/c2ccc([N+](=O)[O-])o2)n1
3	Cc1ccc(NC(=S)N=Nc2c(O)n(C)c3ccc(S(=O)(=O)N4CCOCC4)cc23)cc1
4	CCn1c(=O)c2c(n3cnnc13)-c1ccccc1CC21CCCCC1
5	COc1cc(C(=O)Nc2cccc3c2CCCC3)cc(OC)c1OC
6	Cc1cccc(/C=C(\C#N)C(=O)Nc2ccccn2)c1
7	COc1ccc(OCC(=O)NNC(=S)NC(=O)c2ccc(Br)o2)cc1
8	CC(=NN=C(C)c1ccc(O)cc1)c1ccc(O)cc1
Screen / compound no. | 1 | 2 | 3 | 4 | 5 | 6 | 7 | 8
LANA DNA inh | 1.0 | -0.1 | 0.3 | -0.5 | -1.6 | 4.7 | 0.0 | 0.5
cardiac RTF act | -3 | 4 | 13 | 4 | 1 | -2 | -2 | 0
HTR5A ag ctr | -5 | 1 | -2 | 1 | 1 | -2 | 1 | 2
RTF Ca sens inh | -12 | -7 | 4 | 9 | -6 | 0 | -7 | 3
Keap1-Nrf2 PPI | -1 | -3 | -4 | -1 | -1 | -1 | 1 | -1
HTR5A inv ag | 18 | -3 | 4 | -3 | -4 | 5 | 23 | -7
V-ATPase pH | 0 | 1 | 1 | -1 | 0 | 0 | -2 | -1
OPRM1-OPRD1 ag | -1.6 | 1.7 | -3.3 | -2.6 | -2.9 | -1.8 | -2.2 | -1.1
CAL PDZ FP | · | -10 | 0 | -2 | -4 | 0 | -1 | -2
MOR-DOR inv ag | 8 | -9 | 16 | 14 | 14 | 10 | 12 | 6

Compounds 2–8, quoted:
2	CCNc1nc(NCC)nc(N/N=C/c2ccc([N+](=O)[O-])o2)n1
3	Cc1ccc(NC(=S)N=Nc2c(O)n(C)c3ccc(S(=O)(=O)N4CCOCC4)cc23)cc1
4	CCn1c(=O)c2c(n3cnnc13)-c1ccccc1CC21CCCCC1
5	COc1cc(C(=O)Nc2cccc3c2CCCC3)cc(OC)c1OC
6	Cc1cccc(/C=C(\C#N)C(=O)Nc2ccccn2)c1
7	COc1ccc(OCC(=O)NNC(=S)NC(=O)c2ccc(Br)o2)cc1
8	CC(=NN=C(C)c1ccc(O)cc1)c1ccc(O)cc1
Screen / compound no. | 2 | 3 | 4 | 5 | 6 | 7 | 8
LANA DNA inh | -0.1 | 0.3 | -0.5 | -1.6 | 4.7 | 0.0 | 0.5
cardiac RTF act | 4 | 13 | 4 | 1 | -2 | -2 | 0
HTR5A ag ctr | 1 | -2 | 1 | 1 | -2 | 1 | 2
RTF Ca sens inh | -7 | 4 | 9 | -6 | 0 | -7 | 3
Keap1-Nrf2 PPI | -3 | -4 | -1 | -1 | -1 | 1 | -1
HTR5A inv ag | -3 | 4 | -3 | -4 | 5 | 23 | -7
V-ATPase pH | 1 | 1 | -1 | 0 | 0 | -2 | -1
OPRM1-OPRD1 ag | 1.7 | -3.3 | -2.6 | -2.9 | -1.8 | -2.2 | -1.1
CAL PDZ FP | -10 | 0 | -2 | -4 | 0 | -1 | -2
MOR-DOR inv ag | -9 | 16 | 14 | 14 | 10 | 12 | 6

Continuation:
9	Cc1nc(-c2ccncc2)nc(NCCNc2ccc(C(F)(F)F)cn2)c1Cl
10	COc1ccccc1NS(=O)(=O)c1cc(C(=O)N2CC(C)CC(C)C2)ccc1C (stereo not drawn)
11	COc1ccc(C=NNC(=O)c2ccccc2NS(=O)(=O)c2cccs2)cc1O
12	O=C(Cc1ccc(Cl)cc1)c1ccc(O)cc1
13	COc1ccc(N2CC(C(=O)Nc3nnc(SCC(=O)NC4CCCC4)s3)CC2=O)cc1 (stereo not drawn)
14	O=C(Nc1scc(-c2ccccc2)c1C(=O)O)c1ccco1
15	CC(CNC(=O)Cn1ccc(NC(=O)OCc2ccccc2)nc1=O)c1ccccc1 (stereo not drawn)
16	O=c1[nH]c(=S)c2c(n1-c1ccccc1)CCC2
Screen / compound no. | 9 | 10 | 11 | 12 | 13 | 14 | 15 | 16
LANA DNA inh | 0.0 | -0.5 | -0.7 | 1.2 | 0.7 | -0.3 | 0.6 | -0.9
cardiac RTF act | -3 | 3 | -3 | 5 | 0 | 6 | 4 | -4
HTR5A ag ctr | 1 | -3 | 2 | 2 | 5 | 3 | -1 | 5
RTF Ca sens inh | -5 | -6 | -3 | -1 | -2 | -5 | 1 | -9
Keap1-Nrf2 PPI | -2 | 0 | -3 | -3 | -3 | -6 | -1 | 2
HTR5A inv ag | -14 | 9 | -6 | -7 | -11 | 27 | 3 | -13
V-ATPase pH | -4 | 1 | 2 | 2 | -5 | 6 | -5 | 4
OPRM1-OPRD1 ag | 0.4 | -0.9 | -1.4 | -2.2 | -1.5 | 0.7 | -1.3 | -2.6
CAL PDZ FP | -6 | 2 | 17 | -10 | -1 | 0 | 0 | -1
MOR-DOR inv ag | -2 | 5 | 6 | 11 | 8 | -4 | 7 | 15

17	Cc1ccc(-c2cn(-c3ccc(SC(F)F)cc3)c3[n+]2CCC3)cc1
18	CCC1CCCCN1C/C=C/c1ccccc1[N+](=O)[O-] (stereo not drawn)
19	O=C(Nc1cc2c(=O)n(-c3ccc(Oc4ccccc4)cc3)ccc2oc1=O)c1ccccc1
20	CCOC(=O)c1[nH]c(C)c(C(=O)Nc2ccc(F)cc2)c1C
21	O=C(O)c1[nH]c2ccccc2c1-c1ccccc1
22	O=C(CNC(=O)c1ccco1)N=Nc1c(O)n(CCc2ccccc2)c2ccccc12
23	CC1=C[C@H]2OC(=O)[C@@H](C)[C@H]2C[C@@H]2[C@H]1C[C@@H](O)[C@@]2(C)O
24	COCCN(C(=S)Nc1cc(C)cc(C)c1)C(C)c1cccs1 (stereo not drawn)
Screen / compound no. | 17 | 18 | 19 | 20 | 21 | 22 | 23 | 24
LANA DNA inh | 0.2 | -0.1 | -1.5 | 0.0 | 1.2 | 1.9 | 0.7 | -2.4
cardiac RTF act | -1 | -3 | -4 | -7 | 4 | -2 | -1 | -6
HTR5A ag ctr | -1 | 0 | 5 | -4 | -1 | 6 | -3 | 1
RTF Ca sens inh | -2 | 0 | -6 | 1 | 7 | -10 | -10 | 0
Keap1-Nrf2 PPI | -4 | -1 | -4 | -2 | -2 | -7 | -1 | -4
HTR5A inv ag | -7 | -25 | -13 | 10 | 3 | 11 | 7 | -3
V-ATPase pH | -6 | 4 | 0 | 1 | -4 | -1 | -2 | -3
OPRM1-OPRD1 ag | -1.4 | 0.6 | -2.4 | -3.0 | -0.1 | -1.1 | -2.9 | -3.5
CAL PDZ FP | -1 | -4 | 3 | · | -2 | 1 | 0 | -1
MOR-DOR inv ag | 9 | -3 | 13 | 16 | 1 | 6 | 16 | 18

25	CCCc1c(C(=O)N/N=C(/C)c2ccncc2)nnn1-c1nonc1N
26	CC(C)(C)NC(=O)CON=C1c2ccccc2-c2ccccc21
27	Cc1ncoc1C(=O)N1CCc2c([nH]c3ccccc23)C1C1CCCCC1 (stereo not drawn)
28	Nc1c(Cl)cc(-c2csc(N3CCCC3c3nc4cc(Cl)c(Cl)cc4n3CCCO)n2)cc1Cl (stereo not drawn)
29	COc1ccc(S(=O)(=O)N(C)CC(=O)N2CCC(C(N)=O)CC2)cc1Cl
30	COc1ccc(CNC(=O)CSc2nnnn2-c2ccccc2)cc1
31	CCOc1cccc(CN2CCC(n3nccc3NC(=O)C3CCCC3)CC2)c1
32	CC(=O)C1=C(C)Nc2ncnn2C1c1ccccc1 (stereo not drawn)
Screen / compound no. | 25 | 26 | 27 | 28 | 29 | 30 | 31 | 32
LANA DNA inh | -3.2 | -0.1 | 0.6 | -2.3 | 0.4 | 0.2 | -0.2 | -2.0
cardiac RTF act | -1 | 3 | 2 | 4 | 2 | 1 | 2 | 2
HTR5A ag ctr | -1 | 0 | 1 | 5 | -5 | -2 | -1 | 1
RTF Ca sens inh | -5 | -1 | -7 | -8 | -10 | 8 | 1 | -8
Keap1-Nrf2 PPI | 0 | -2 | -1 | -5 | 1 | -1 | 0 | -3
HTR5A inv ag | 4 | -5 | -3 | -15 | 13 | 0 | -31 | -2
V-ATPase pH | 0 | -1 | 3 | -1 | -1 | -1 | 8 | 0
OPRM1-OPRD1 ag | -3.1 | 5.3 | -0.3 | 2.3 | -2.0 | -1.4 | -1.4 | -4.8
CAL PDZ FP | -3 | 4 | -2 | -4 | · | -3 | 2 | -6
MOR-DOR inv ag | 14 | -29 | 2 | -13 | 9 | 8 | 8 | 21

33	O=C(O)c1cccc2c1C(=O)N(c1ccc3c(c1)Cc1ccccc1-3)C2=O
34	CC(Oc1ccccc1F)c1nnc(SCC(=O)NCc2ccc3c(c2)OCO3)o1 (stereo not drawn)
35	COc1ccc(C(CCN2CCOCC2)c2c(OC)cc(OC)c3c(C)cc(=O)oc23)cc1 (stereo not drawn)
36	CC1CCCCN1S(=O)(=O)c1ccc2c(c1)oc(=O)n2CC(=O)O (stereo not drawn)
37	CC(Oc1ccc(Cl)cc1)C(=O)/C=C/N(C)C (stereo not drawn)
38	COc1ccc(/C=C/C(=O)Nc2cccc(N3CCOCC3)c2)cc1OC
39	C=C(C)Cn1c(CCNC(=O)CC)nc2ccccc21
40	O=C(NCc1ccccc1Cl)c1nnc(CS(=O)(=O)c2ccccc2)o1
Screen / compound no. | 33 | 34 | 35 | 36 | 37 | 38 | 39 | 40
LANA DNA inh | -0.4 | 0.3 | 1.5 | 0.9 | 0.6 | -0.7 | 1.3 | 0.1
cardiac RTF act | -6 | 2 | 2 | -4 | -3 | 4 | 6 | 0
HTR5A ag ctr | 0 | 1 | 2 | 1 | 0 | -2 | 3 | 0
RTF Ca sens inh | 3 | -5 | -8 | -2 | -2 | 2 | 5 | -3
Keap1-Nrf2 PPI | 1 | 1 | -3 | -3 | 1 | -1 | -5 | -2
HTR5A inv ag | -1 | -3 | -7 | 12 | -15 | 4 | -3 | -1
V-ATPase pH | 0 | -3 | -4 | -6 | -3 | 0 | -3 | -1
OPRM1-OPRD1 ag | -3.2 | -0.9 | -3.3 | -3.2 | -2.7 | -2.0 | -1.4 | -1.9
CAL PDZ FP | -7 | -4 | 1 | -2 | 6 | -6 | 0 | ·
MOR-DOR inv ag | 17 | 4 | 18 | 14 | 14 | 11 | 8 | 11

41	COc1ccc(C(=O)N(CCCO)Cc2cc3c(C)ccc(C)c3[nH]c2=O)cc1OC
42	CS(=O)(=O)N1CC2CCCN2c2cc(C(F)(F)F)ccc21 (stereo not drawn)
43	COc1cc(NC(=O)c2cccc3c2C(=O)N(C2CCCCC2)C3)cc(OC)c1OC
44	C/C(=N\Nc1ccc(C(=O)c2c(C)cc3ccccn23)cc1[N+](=O)[O-])c1ccc(O)cc1
45	CC(C)CN(C(=O)COc1ccc(Br)cc1C=O)C1CCS(=O)(=O)C1 (stereo not drawn)
46	CCC(C)Sc1cccc(-c2nc3ccc(C)cn3c2NCc2ccccc2)c1 (stereo not drawn)
Screen / compound no. | 41 | 42 | 43 | 44 | 45 | 46
LANA DNA inh | 3.0 | 1.3 | 0.5 | 1.5 | · | -0.1
cardiac RTF act | 4 | 5 | -3 | 1 | 1 | 1
HTR5A ag ctr | 4 | 1 | 11* | 0 | 0 | 5
RTF Ca sens inh | -1 | 2 | 10 | -6 | -24 | 1
Keap1-Nrf2 PPI | -5 | -7 | -4 | 2 | · | -4
HTR5A inv ag | -2 | -3 | -17 | -5 | -1 | -29
V-ATPase pH | 3 | 0 | -3 | -4 | -3 | -3
OPRM1-OPRD1 ag | -1.9 | 1.2 | -1.2 | -2.5 | -0.6 | 1.9
CAL PDZ FP | -3 | -1 | -3 | -6 | -4 | -4
MOR-DOR inv ag | 11 | -7 | 6 | 14 | 3 | -10
